Source: PubChem (Sanford-Burnham Center for Chemical Genomics)
PfGluPho inh = PfG6PD (Plasmodium falciparum) enzyme inhibition; PfGluPho enzyme, NADPH resazurin-diaphorase fluorescence; inhibition, % at 20 µM; 350,000 tested, 0.78% active; AID 504690;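 active means inhibition reaching at least a set limit at 20 µM in the primary screen, cut at about 59% in these data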;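 further: 0% = DMSO wells with substrate and 100% = DMSO wells lacking glucose-6-phosphate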
ATG4B inhibitor = blocks human ATG4B protease cleavage of LC3 substrate | Q9Y4P1 | ATG4B cleavage of LC3-PLA2, NBD-HPC fluorescence, 1 h | inhibition, % at 8.33 µM | 340,000 tested, 0.51% active; in the data active means inhibition above about 40%
Target sequence (Q9Y4P1 whole entry, looked up): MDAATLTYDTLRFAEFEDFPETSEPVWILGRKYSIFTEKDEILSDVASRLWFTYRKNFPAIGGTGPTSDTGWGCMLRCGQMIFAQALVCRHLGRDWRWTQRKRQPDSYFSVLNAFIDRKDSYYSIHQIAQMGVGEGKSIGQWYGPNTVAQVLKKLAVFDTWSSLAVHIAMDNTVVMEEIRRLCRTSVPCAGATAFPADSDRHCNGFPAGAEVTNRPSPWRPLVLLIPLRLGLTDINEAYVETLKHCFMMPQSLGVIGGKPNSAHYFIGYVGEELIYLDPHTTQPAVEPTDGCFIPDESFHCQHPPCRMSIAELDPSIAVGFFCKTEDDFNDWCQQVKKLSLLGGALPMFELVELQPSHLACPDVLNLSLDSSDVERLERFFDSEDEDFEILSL
mIAP block = blocks mouse intestinal alkaline phosphatase; purified mouse IAP, CDP-Star luminescence, 30 min; inhibition, % at 10 µM; 330,000 tested, 0.2% active; AID 2806;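 active means inhibition of at least 40% at 10 µM in the primary screen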;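 further: plate controls were DMSO with enzyme for no effect and no enzyme wells for full effect; values of inactives mirror those of a sister screen read the other way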
HKDC1 inh = HKDC1 (human) hexokinase inhibition; inhibition, % at 20 µM; recombinant HKDC1, G6PDH/diaphorase resazurin coupled fluorescence; 340,000 tested, 0.16% active;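 active means inhibition above about 35% when tested at 20 µM, limit read from the data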;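 further: plate controls were DMSO wells with enzyme for no effect and DMSO wells lacking enzyme for full effect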
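Incubation: 90 min at room temperature in dark / Material: recombinant HKDC1 (HK5) hexokinase enzyme, produced in-house / Quantity: enzyme 5 µg/mL final / Compound: one dose of 20 µM, 1% DMSO / Reagent: glucose and ATP substrates / Buffer or medium: Tris pH 8.0 buffer with MgCl2, Tween-20, BSA, BME / Technique: resorufin fluorescence at 613 nm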
A3A deaminase = inhibitors of human APOBEC3A DNA deaminase; P31941; recombinant A3A, FAM/TAMRA ssDNA deamination fluorescence; inhibition, % at 20 µM; 330,000 tested, 0.41% active; AID 493011;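 active means at least 40% inhibition at 20 µM here, with at most 30% in a related deaminase screen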;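 further: plate controls were A3A with DMSO for no effect and wells lacking A3A enzyme for full effect; some results filed as inactive read as strong as hits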
Target sequence (P31941 whole entry, looked up): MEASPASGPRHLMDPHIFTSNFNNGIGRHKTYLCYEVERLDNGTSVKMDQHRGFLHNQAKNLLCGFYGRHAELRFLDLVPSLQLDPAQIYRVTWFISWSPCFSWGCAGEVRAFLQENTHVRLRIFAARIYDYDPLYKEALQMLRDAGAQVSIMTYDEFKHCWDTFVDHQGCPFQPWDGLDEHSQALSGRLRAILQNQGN
mIAP act = mouse IAP activation; AID 2805; 330,000 tested, 0.24% active; activation factor at 10 µM; muIAP, CDP-Star luminescence, 30 min; active compounds read high; 1 = vehicle-only enzyme signal, 0 = enzyme-free wells;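 active means activation factor of at least 2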; further: the source names both 10 and 20 µM as test concentration; values of inactives mirror those of a sister screen read the other way
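System: Mouse IAP enzyme | Also added: CDP-Star substrate | Dosing: Compounds dispensed in DMSO | Schedule: 30 min enzyme-substrate-compound incubation at room temperature | Technique: Chemiluminescence readout | Control set: DMSO-only wells and no-enzyme negative control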
hIAP block = human IAP inhibition; P09923; purified IAP, CDP-Star luminescence, 30 min; inhibition, % at 10 µM; 330,000 tested, 0.12% active;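 active means inhibition reaching a set limit with compound at 10 µM in the primary screen, cut at about 35% in these data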;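 further: plate controls were DMSO wells with enzyme for no effect and no-enzyme buffer wells for full effect; values of inactives mirror those of a sister screen read the other way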
Target sequence (P09923 whole entry, looked up): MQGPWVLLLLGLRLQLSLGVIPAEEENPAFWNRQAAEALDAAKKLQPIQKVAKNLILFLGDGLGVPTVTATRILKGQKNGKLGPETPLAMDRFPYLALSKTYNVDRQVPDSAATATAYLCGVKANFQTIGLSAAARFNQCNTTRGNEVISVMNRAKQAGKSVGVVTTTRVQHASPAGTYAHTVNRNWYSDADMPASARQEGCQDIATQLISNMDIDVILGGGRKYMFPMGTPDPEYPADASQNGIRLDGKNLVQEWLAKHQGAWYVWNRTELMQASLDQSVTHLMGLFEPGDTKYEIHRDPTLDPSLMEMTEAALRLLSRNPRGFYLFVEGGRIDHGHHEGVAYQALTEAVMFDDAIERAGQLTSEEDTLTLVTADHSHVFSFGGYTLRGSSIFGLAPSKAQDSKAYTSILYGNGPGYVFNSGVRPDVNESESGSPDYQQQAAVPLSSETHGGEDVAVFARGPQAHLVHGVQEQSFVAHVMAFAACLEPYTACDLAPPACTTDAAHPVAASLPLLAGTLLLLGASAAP
hIAP act = human IAP activation; P09923; purified human IAP, CDP-Star luminescence, 30 min; active compounds read high; 1 = vehicle-only enzyme, 0 = enzyme-free background; activation factor at 10 µM; 330,000 tested, 0.16% active; AID 2524;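 active means activation factor of the enzyme at least 2-fold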; further: the source names both 10 and 20 µM as test concentration; values of inactives mirror those of a sister screen read the other way
Numbers without * were called inactive; / = not tested or not shown.

SMILES | PfGluPho inh | ATG4B inhibitor | mIAP block | HKDC1 inh | A3A deaminase | mIAP act | hIAP block | hIAP act
Cc1[nH]c(=O)[nH]c(=O)c1S(=O)(=O)N1c2ccc(F)cc2CCC1C (configuration not stated) | 1 | -19 | 2 | -11 | 1 | 0.98 | 14 | 0.86
Cc1cc(-c2c(C)n([O-])c(C)c(C)[n+]2=O)ccc1F | -10 | -12 | 12 | 1 | -4 | 0.88 | 9 | 0.91
COc1ccc(Cl)cc1NC(=O)CN1CCc2ccccc2C1 | 5 | -1 | 2 | -3 | -8 | 0.97 | 6 | 0.94
COc1ccc(C(=O)N2CCCCC2C(=O)Nc2ccc(-n3nc(C)cc3C)cc2)o1 (configuration not stated) | 21 | -3 | -4 | -5 | -8 | 1 | 3 | 0.97
Cc1ccc(-c2cc(C(F)F)n3ncc(C(=O)N4CCN5CCCC5C4)c3n2)cc1 (configuration not stated) | -11 | -2 | 3 | -6 | 7 | 0.97 | 12 | 0.88
N#Cc1c(N2CCCC(O)C2)nc(N)c2c(N)nc3c(c12)CC(=O)N3C12CC3CC(CC(C3)C1)C2 (configuration not stated) | -3 | -8 | 18 | 27 | 0 | 0.82 | 13 | 0.87
CCN(CC)CCCN1C(=O)C(=O)/C(=C(/O)c2ccc(Cl)cc2)C1c1ccccn1 (configuration not stated) | 9 | -1 | -8 | -3 | -2 | 1.1 | -2 | 1
CCn1c(CNC(=O)c2ccco2)nnc1SCC(=O)Nc1cc(F)ccc1C | -7 | -7 | 3 | 1 | -2 | 0.97 | -4 | 1
CCOCCCNc1nc2c(c(=O)[nH]c(=O)n2C)n1CCCc1ccccc1 | -11 | -2 | -7 | -2 | -3 | 1.1 | -4 | 1
COc1cccc(C(c2c(N)[nH]c(=S)[nH]c2=O)c2c(N)[nH]c(=S)[nH]c2=O)c1 | 9 | 27 | 5 | -1 | -4 | 0.95 | -6 | 1.1
CC1CCCCC1NC(=O)C1CCN(S(=O)(=O)c2cccc3nsnc23)CC1 (configuration not stated) | 1 | -2 | 10 | -1 | -4 | 0.9 | 30 | 0.7
c1ccc(Cn2nnnc2C(c2ccccn2)N2CCOCC2)cc1 (configuration not stated) | -17 | -3 | 0 | -2 | -7 | 1 | 1 | 0.99
CCOc1cc(/C=N\NC(=O)OC)ccc1OC(=O)c1ccco1 | -10 | -1 | 14 | -2 | -4 | 0.86 | 2 | 0.98
Cc1ccc(NC(=O)CN(C)CC(=O)Nc2ccccc2Oc2ccccc2)cc1 | 15 | -5 | -9 | -5 | -8 | 1.1 | -14 | 1.1
O=C(CCc1ccccc1)Nc1cccnc1Cl | 9 | 2 | 7 | -4 | 2 | 0.93 | 14 | 0.86
CCc1nc2oc3cc(OC)ccc3c(=O)c2c(=O)n1Cc1ccccc1 | -10 | -18 | -6 | -10 | -2 | 1.1 | -2 | 1
COc1ccc(S(=O)(=O)N2CCCC(N(C)CCc3ccccc3)C2)cc1OC (configuration not stated) | 3 | 0 | 4 | 2 | -5 | 0.95 | 0 | 1
O=C(COC(=O)c1ccc(Cl)c(S(=O)(=O)NCc2ccccc2)c1)NC1CC1 | -6 | -17 | 2 | -5 | 2 | 0.98 | -9 | 1.1
CCN(CC)C(=O)C1CCCN(c2ccc([N+](=O)[O-])cc2/C=N/NC(=O)c2cccc(Br)c2)C1 (configuration not stated) | -6 | -8 | 0 | -4 | -5 | 1 | -7 | 1.1
O=C(CCC(=O)N1CCOc2ccccc21)Nc1ccc(F)cc1F | 2 | -5 | 0 | 0 | 3 | 1 | 5 | 0.95
CCc1cc2ccc(C)c(C)c2nc1SCC(=O)NNC(=O)c1ccco1 | -11 | 20 | 4 | -4 | -3 | 0.96 | -70 | 1.7
CNc1nc(C)c(C#N)c(-c2ccccc2)c1C(C)=O | -18 | 2 | 7 | -4 | -2 | 0.93 | -14 | 1.1
CCOc1ccc(/C=C2\SC(=S)NC2=O)cc1OC | -5 | -6 | 12 | -2 | -2 | 0.88 | 15 | 0.85
Cc1n[nH]c(C)c1S(=O)(=O)N(CC(=O)NC1CCCC1)c1ccc(C(C)C)cc1 | 8 | -11 | -4 | 0 | 2 | 1 | -31 | 1.3

Reprinted at random: 3 entries already listed, in no set order.
SMILES | PfGluPho inh | ATG4B inhibitor | mIAP block | HKDC1 inh | A3A deaminase | mIAP act | hIAP block | hIAP act
CNc1nc(C)c(C#N)c(-c2ccccc2)c1C(C)=O | -18 | 2 | 7 | -4 | -2 | 0.93 | -14 | 1.1
Cc1ccc(NC(=O)CN(C)CC(=O)Nc2ccccc2Oc2ccccc2)cc1 | 15 | -5 | -9 | -5 | -8 | 1.1 | -14 | 1.1
CCc1cc2ccc(C)c(C)c2nc1SCC(=O)NNC(=O)c1ccco1 | -11 | 20 | 4 | -4 | -3 | 0.96 | -70 | 1.7

Following part
SMILES | PfGluPho inh | ATG4B inhibitor | mIAP block | HKDC1 inh | A3A deaminase | mIAP act | hIAP block | hIAP act
COCCn1c(SCc2nc3ccccc3c(=O)[nH]2)nc2ccccc2c1=O | 6 | -7 | -9 | 2 | 6 | 1.1 | 2 | 0.98
CC(=O)c1cccc(NC(=O)CCc2nnc3ccc(N4CCOCC4)nn23)c1 | -14 | 5 | -2 | 2 | 2 | 1 | 34 | 0.67
O=C(Nc1ccc(Cl)cc1)c1ccc(-c2ccccn2)s1 | -1 | -3 | -3 | 1 | 0 | 1 | -20 | 1.2
Cc1cc(C)n(Cc2ccc(C(=O)N/N=C/c3ccc(-c4ccc([N+](=O)[O-])cc4)o3)o2)n1 | 11 | -3 | 24 | 66* | 4 | 0.76 | -16 | 1.2
Cc1ccc(NC(=O)CCNS(=O)(=O)c2ccc3c(c2)oc(=O)n3C)cc1C | -11 | -4 | 0 | 1 | 5 | 1 | 0 | 0.99
COC(=O)C(C)n1nnc2sc(-c3ccccc3)cc2c1=O (configuration not stated) | -16 | 4 | 5 | 12 | -1 | 0.95 | 10 | 0.9
COC(=O)c1ccc(NC(=O)CSc2n[nH]c(-c3ccncc3)n2)cc1 | 38 | 0 | -5 | 36* | -2 | 1.1 | 1 | 0.99
CCOC(=O)c1cnc2ccc(OCC)cc2c1NCCCN1CCOCC1 | 30 | -5 | -3 | 1 | -4 | 1 | 24 | 0.76
O=C(Cc1c(F)cccc1Cl)Nc1ccon1 | 6 | -4 | 1 | -10 | -2 | 0.99 | 0 | 0.99
COC(=O)CC1C(=O)NCCN1C(=O)OC(C)(C)C (configuration not stated) | -14 | 5 | 0 | -11 | 3 | 1 | 2 | 0.98
CCN(CC(=O)Nc1ccc(OC)c(OC)c1)CC(=O)Nc1ccccc1C(F)(F)F | 20 | 1 | 2 | -2 | 16 | 0.98 | -37 | 1.4
Cc1ccc(OCC(=O)Nc2nnc(S(=O)(=O)N3CCCCC3)s2)cc1 | 6 | -9 | 18 | 9 | 28 | 0.82 | -4 | 1

Next section; the last 2 above are carried over.
SMILES | PfGluPho inh | ATG4B inhibitor | mIAP block | HKDC1 inh | A3A deaminase | mIAP act | hIAP block | hIAP act
CCN(CC(=O)Nc1ccc(OC)c(OC)c1)CC(=O)Nc1ccccc1C(F)(F)F | 20 | 1 | 2 | -2 | 16 | 0.98 | -37 | 1.4
Cc1ccc(OCC(=O)Nc2nnc(S(=O)(=O)N3CCCCC3)s2)cc1 | 6 | -9 | 18 | 9 | 28 | 0.82 | -4 | 1
Nc1ccc2nn(-c3ccc(F)cc3)nc2c1 | -14 | 3 | 1 | 7 | -5 | 0.99 | -12 | 1.1
CCOC(=O)c1c(NC(C)=O)sc2c(O)c(CN3CCN(CC)CC3)ccc12 | 16 | -4 | 11 | 17 | 0 | 0.89 | 16 | 0.84
CN(C)C1=NC(=O)/C(=C\c2ccccc2)S1 | 6 | -5 | -5 | -7 | 2 | 1.1 | -18 | 1.2
COc1cccc2sc(NC(=O)c3ccc(Br)s3)nc12 | 8 | -2 | 4 | -6 | -2 | 0.96 | 5 | 0.95
O=C(Nc1ccc2c(c1)OCCO2)c1oc2ccccc2c1NC(=O)C1CC1 | 32 | -8 | 3 | 1 | 0 | 0.97 | 13 | 0.87
O=C(c1ccc2ccccc2c1)C1CCCN(C(=O)CCn2cnnn2)C1 (configuration not stated) | 3 | -28 | -2 | -5 | -3 | 1 | 1 | 0.99
Cc1ccccc1N(CC(=O)N/N=C/c1cc(Br)c(C)o1)S(C)(=O)=O | 2 | -11 | 13 | -3 | 1 | 0.87 | 6 | 0.94
COc1ccccc1NC(=O)Cn1cnc2sc(C)c(S(=O)(=O)N3CCCCC3)c2c1=O | -4 | -10 | 6 | -9 | 1 | 0.94 | -14 | 1.1
CCOC(=O)c1c(Nc2ccc(Cl)cc2)sc(/C=C2\C=Nc3ccccc32)c1O | -3 | 20 | 0 | 7 | -4 | 1 | 8 | 0.93
Cc1ccc(Cn2c(=N)c(C#N)cc3c(=O)n4cccc(C)c4nc32)cc1 | / | / | -16 | / | -5 | 1.2 | -6 | 1.1
CCOC(=O)c1cnc(SC2CC(=O)N(c3ccc(OC)c(OC)c3)C2=O)nc1N (configuration not stated) | -7 | -2 | 4 | -7 | 2 | 0.96 | 16 | 0.84
O=C1c2ccccc2S(=O)(=O)c2cc(C(=O)N(c3ccccn3)c3ccccn3)ccc21 | -3 | -1 | -4 | 9 | -5 | 1 | 2 | 0.98
COc1ccc(CNCC(C)NCc2ccc(OC)c(OC)c2)cc1OC (configuration not stated) | -6 | -4 | -9 | -5 | -1 | 1.1 | -10 | 1.1
Cc1sc2nc(CN3CCCC3)nc(N3CCN(S(=O)(=O)c4cccc(F)c4)CC3)c2c1C | 7 | 16 | 11 | -4 | -5 | 0.89 | -2 | 1
COc1ccc(C2CC(c3ccccc3)=NN2C(=O)COC(=O)c2cccc(N)c2)cc1 (configuration not stated) | 16 | 4 | 9 | 0 | -4 | 0.91 | 8 | 0.92
Cc1ccc(C(=O)c2cc3ccccc3o2)cc1C | 13 | 13 | 6 | -1 | -3 | 0.94 | 5 | 0.95
Cc1nc(CCNS(=O)(=O)c2cccs2)cs1 | -9 | -2 | 5 | -5 | -4 | 0.95 | -18 | 1.2
O=C(Cc1ccccc1)NNc1ccc2ccccc2c1 | 8 | -9 | -6 | 1 | -3 | 1.1 | 8 | 0.92
C[C@H](NC(=O)OC(C)(C)C)c1nnc(SCC(=O)Nc2cccc(Cl)c2)o1 | 1 | -11 | -3 | 2 | -4 | 1 | -38 | 1.4
O=C(Nc1ccc(F)cc1)N1CCN(C/C=C/c2ccccc2)CC1 | -1 | -7 | -7 | -5 | -2 | 1.1 | -4 | 1
CCC(=O)N1CCc2cc(S(=O)(=O)NCCCN3CCN(Cc4ccccc4)CC3)ccc21 | 27 | -16 | -2 | -7 | -2 | 1 | -4 | 1
Cc1cc(-c2ccccc2)c(C#N)c(SCC(N)=O)n1 | -6 | 21 | -8 | -5 | -2 | 1.1 | -39 | 1.4
Cc1ccc(C)c(-n2c(CNC(=O)c3ccco3)nnc2SCC(=O)N2CCc3ccccc32)c1 | 23 | -9 | -3 | -4 | -2 | 1 | -3 | 1
COC(=O)CSc1nc2ccc(C)cc2cc1C#N | 29 | 5 | 1 | -8 | 1 | 0.99 | -5 | 1.1
COc1ccc(Cl)cc1NC(=O)c1ccc2c(SCC(=O)O)c3c(nc2c1)CCCC3 | -10 | 1 | -5 | 4 | 1 | 1.1 | 12 | 0.88
O=C(NC1CCc2ccccc21)c1cc(COc2cncc(Cl)c2)on1 (configuration not stated) | 10 | 14 | -4 | -6 | 2 | 1 | -10 | 1.1
COc1ccccc1N1CCN(C(=O)c2cc(S(=O)(=O)N3CCOCC3)ccc2C)CC1 | -1 | 2 | -1 | -4 | -1 | 1 | 5 | 0.95
O=C(COC(=O)/C=C/c1ccc([N+](=O)[O-])cc1)NNC(=O)c1ccccc1 | 6 | -7 | 13 | 1 | 0 | 0.87 | -1 | 1
